From PubChem
TRb-SRC2 inh: qHTS for Inhibitors of the Interaction of Thyroid Hormone Receptor and Steroid Receptor Coregulator 2; Thyroid hormone receptor beta (Homo sapiens), P10828; TRbeta-SRC2 peptide binding, fluorescence polarization; receptor liganded with 1 µM T3; Potency, µM (highest dose often 106 µM), without a hit: at the top dose activity change, negative = inhibition, hits mostly inhibitors; 280,000 compounds, 0.065% hits;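 also: plate controls were bound peptide for no effect and peptide without receptor for full effect; nearly all actives have a fitted effect of over 50% in size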
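Compounds were added to 0.6 uM TRb ligand-binding domain and 20 nM Texas Red-labeled SRC2 peptide in Tris buffer containing 1 uM T3, incubated 5 hr at ambient temperature, then read by fluorescence polarization.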
HTT ATP protect: qHTS Multiplex Assay to Identify Dual Action Probes in a Cell Model of Huntington: Cytoprotection (ATP); 230,000 compounds, 0.14% hits; PC12 HTT-Q103 induced, cytoprotection, ATP luminescence, 40 h; Potency, µM (titrated, usually from 56.4 µM), for inactives: cytoprotection (ATP increase), usual class: activators;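 also: % of control where 0% means no effect; nearly all actives have a fitted effect of over 45% in size; toxic huntingtin expression switched on by the ecdysone agonist tebufenozide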
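Rat PC12, Q103 Htt exon1-GFP fusion, ecdysone promoter; tebufenozide inducer 100 nM final; compound titration; qHTS, 1500 cells/well; ATPlite luminescent read.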
TexasRed fluor: Total Fluorescence Counterscreen for Inhibitors of the Interaction of Thyroid Hormone Receptor and Steroid Receptor Coregulator 2 | TRb/SRC2 Texas Red total fluorescence interference | Potency, µM (doses to about 106 µM), for the others: top-dose fluorescence change, negative = quenching | 280,000 compounds, 0.29% hits | AID 1479, 2009; active = well fitted curve in either direction with a large enough effect; inconclusive = small, poorly fitted or top-dose-only effect; also: % is scaled to controls: 0 for no effect and ±100 for the full control effect
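Human TRβ ligand-binding domain (0.6 uM) and Texas Red SRC2 peptide (20 nM) in Tris buffer with 1 uM T3 and 5% DMSO were incubated with pinned compound for 5 hr at ambient temperature. Total fluorescence was computed as S + 2P (555/632 nm).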
L3MBTL1 inh: qHTS Assay for the Inhibitors of L3MBTL1 | AID 485360, 2010 | AlphaScreen L3MBTL1–H3K9me1 peptide binding | 230,000 compounds, 0.66% hits | Potency, µM (titrated, usually from 57.1 µM), for the others: at the top dose activity, negative = inhibition, most hits filed as inhibitors; also: % is scaled to controls: 0 for no effect and ±100 for the full control effect; nearly all actives have a fitted effect of over 60% in size
Target sequence (Q9Y468 whole entry, looked up): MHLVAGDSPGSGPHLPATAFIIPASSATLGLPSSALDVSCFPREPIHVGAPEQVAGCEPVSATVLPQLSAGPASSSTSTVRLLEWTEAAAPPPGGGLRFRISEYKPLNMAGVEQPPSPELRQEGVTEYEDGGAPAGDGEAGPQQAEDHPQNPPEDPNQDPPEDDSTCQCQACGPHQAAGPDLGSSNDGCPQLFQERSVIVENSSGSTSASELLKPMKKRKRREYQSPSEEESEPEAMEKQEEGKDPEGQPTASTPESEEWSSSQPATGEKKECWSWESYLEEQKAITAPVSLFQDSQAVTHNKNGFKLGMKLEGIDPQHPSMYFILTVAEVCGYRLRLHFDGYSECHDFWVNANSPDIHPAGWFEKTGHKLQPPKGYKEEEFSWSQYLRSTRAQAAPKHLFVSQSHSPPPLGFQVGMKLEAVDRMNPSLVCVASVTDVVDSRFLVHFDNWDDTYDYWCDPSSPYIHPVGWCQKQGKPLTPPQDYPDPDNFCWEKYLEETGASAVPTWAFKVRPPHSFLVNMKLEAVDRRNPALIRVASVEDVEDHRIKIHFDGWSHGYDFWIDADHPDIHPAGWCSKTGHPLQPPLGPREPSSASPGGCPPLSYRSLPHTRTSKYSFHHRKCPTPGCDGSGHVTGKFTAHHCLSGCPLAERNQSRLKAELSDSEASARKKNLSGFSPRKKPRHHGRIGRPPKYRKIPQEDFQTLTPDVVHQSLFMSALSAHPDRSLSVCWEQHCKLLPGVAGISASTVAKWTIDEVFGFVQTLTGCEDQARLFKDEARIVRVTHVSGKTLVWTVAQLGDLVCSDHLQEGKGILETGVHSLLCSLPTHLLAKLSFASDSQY
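AlphaScreen assay: L3MBTL1 (50 nM final) was preincubated 30 min at room temperature with biotinylated H3(1-15)K9me1 peptide (75 nM final), then 30 min with library compounds; streptavidin donor and nickel chelate acceptor beads (10 ug/mL final) added, 30 min dark.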
Tau FP inhib: qHTS for Inhibitors of Tau Fibril Formation, Fluorescence Polarization; Microtubule-associated protein tau (Homo sapiens), P10636; K18 P301L tau heparin fibrillization, Alexa594 FP, 6 h; Potency, µM (top dose mostly 57.7 µM), without a hit: at the highest dose activity, negative = inhibition, actives largely listed as inhibitors; 280,000 compounds, 0.39% hits; also: % is scaled to controls: 0 for no effect and ±100 for the full control effect; nearly all actives have a fitted effect of over 55% in size
Target sequence (P10636 561-689 P618L limits assumed): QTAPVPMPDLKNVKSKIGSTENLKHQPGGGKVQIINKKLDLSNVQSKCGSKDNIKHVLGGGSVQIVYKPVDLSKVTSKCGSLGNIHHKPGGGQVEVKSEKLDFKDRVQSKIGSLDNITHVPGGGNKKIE
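Compound effects on tau fibrillization are measured by Alexa 594 fluorescence polarization (ex 555, em 632 nm). K18 P301L tau is used at 15 uM with 0.24 uM labeled tracer, and 20 uM heparin induces aggregation over 6 hr at 37 C.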
Tau fluor counter: Counterscreen qHTS for Inhibitors of Tau Fibril Formation, Fluorescence Polarization. tau K18 P301L Alexa594 fluorescence, heparin fibrillization. Potency, µM (doses to about 57.7 µM), inactives show top-dose activity change, negative = decrease. 280,000 compounds, 0.93% hits. AID 1463, 2008; also: % is scaled to controls: 0 for no effect and ±100 for the full control effect; nearly all actives have a fitted effect of over 55% in size
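Human K18 P301L tau (15 uM unlabeled plus 0.24 uM Alexa 594-labeled, final) in 100 mM sodium acetate pH 7 was mixed with compound and 20 uM heparin and incubated 6 hr at 37 C.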
Tau ThT inhib: qHTS for Inhibitors of Tau Fibril Formation, Thioflavin T Binding; recombinant tau K18 P301L (four-repeat tau fragment), heparin-induced fibrillization, ThT fluorescence; Potency, µM (doses to about 57.4 µM), without a hit: top-dose activity, negative = inhibition, usual class: inhibitors; 270,000 compounds, 2.1% hits; also: % is scaled to controls: 0 for no effect and ±100 for the full control effect; nearly all actives have a fitted effect of over 55% in size
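Heparin-induced fibrillization of the P301L-mutant K18 repeat-domain fragment of human tau was followed by ThT binding in quantitative high-throughput format.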
RECQ1 helicase: qHTS Assay for Inhibitors of RecQ-Like Dna Helicase 1 (RECQ1); Potency, µM (series often up to 57.3 µM), for the others: at the highest dose activity, negative = inhibition, hits mostly inhibitors; 240,000 compounds, 0.54% hits; RECQ1 DNA unwinding, red fluorescence kinetic read; AID 2549, 2010; ATP-dependent DNA helicase Q1 (Homo sapiens), P46063;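 also: plate controls were vehicle for no effect and no enzyme for full effect; nearly all actives have a fitted effect of over 30% in size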
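RECQ1T1 50 nM; forked duplex (20 bp + 30-nt ss tails) 200 nM, ATP 2 mM final; pH 8.0, 2 mM MgCl2, 2.5 ug/ml poly(dI-dC); 15 min compound preincubation; discontinuous kinetic read over 2 h at RT.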
The depositor's hits bear a star; i = inactive; ? = inconclusive; nt = no result given; & = joins results of further samples; [ ] = dose if it differs, or a comment. Unless noted, calls follow the shape of the dose curve; as a rule, active = well fitted curve in the direction sought with a large enough effect; inconclusive = small, poorly fitted or top-dose-only effect, or another doubt; inactive = no such curve, though single readings can be large; an effect the other way counts as inactive or inconclusive. Potency is read from the fitted curve at half-maximal effect. An excerpt. The share of hits here may be higher or lower than overall.

SMILES | TRb-SRC2 inh | HTT ATP protect | TexasRed fluor | L3MBTL1 inh | Tau FP inhib | Tau fluor counter | Tau ThT inhib | RECQ1 helicase
Cc1ccc(-c2cc(C(=O)Nc3ccc4c(c3)OCCO4)c3ccccc3n2)cc1 | 0.3% | 12.6%[10 µM] | -0.4% | -3.6% | -16.2% | ? | -22.0% | ?
COC(=O)N1C2(C=CC1(C)C(=O)NCc1ccc(N(C)C)cc1)CCCCC2 (stereo unspecified) | -1.8% | 22.9% | -6.6% | nt | 4.8% | -4.9% | -2.3% | 1.7%
CC(C)(C)OC(=O)N1CCc2nc(N3CCN(c4ncccn4)CC3)ncc2C1 | -5.5% | nt | 0.1% | nt | 7.8% | -10.1% | ? | nt
NS(=O)(=O)c1ccc(N=C2C(=O)Nc3ccccc32)cc1 | 4.8% | -6.0%&10.7%[10 µM] | 0.0% | 1.3% | ? | -13.6% | ? | -1.7%
COc1cc2c(cc1OC)/C(=C/c1ccc(Br)cc1)C(=O)OC2 | -5.0% | 13.8%[10 µM] | 0.2% | -5.3% | 3.0% | -9.5% | ? | -10.4%
COc1cc2nc(C)sc2cc1SC | -16.4% | -3.7%[0.074 µM] | 2.1% | 18.9% | 4.1% | -4.6% | -11.2% | -12.0%
CCNC(=O)COc1cc(C)c(Br)c(C)c1 | -0.4% | -11.1% | 0.9% | 6.4% | -3.7% | -1.1% | -1.7% | i
COc1ccc(-c2cc(C(=O)N3CCCc4ccccc43)no2)cc1 | 3.1% | -15.5% | -2.7% | 2.2% | 10.8% | -18.7% | ? | -11.4%
O=C(CSc1ccc2nc(-c3ccccc3)cn2n1)Nc1ccccc1 | 1.5% | nt | -2.5% | nt | -1.3% | -20.0% | -4.5% | nt
Cc1ccc(NC(=S)Nc2ncccc2C)c(C)c1 | -3.6% | -10.1% | -3.2% | -16.7% | -2.9% | -10.0% | -19.2% | i
CCOc1ccc(CCNC(=O)Cn2ncc3c(=O)oc4ccc(C)cc4c32)cc1 | -9.0% | nt | -0.3% | nt | ? | -22.9% | ? | nt
CCCCCC(=O)NNC(=O)Cc1ccc([N+](=O)[O-])cc1 | 6.3% | -10.8% | 2.5% | nt | -2.5% | -7.1% | 6.4% | -2.0%
COc1ccccc1NS(=O)(=O)c1cccc(C(=O)OCc2nc3ccccc3s2)c1 | -2.9%[53 µM] | 3.6%[10 µM] | -0.7%[53 µM] | 9.5% | -15.2% | -25.1% | -2.4% | -17.5%
COc1ccc(C(=O)N/N=C/c2sc(=O)n(Cc3cccc(C(=O)O)c3)c2Cl)cc1 | 1.0% | -39.7%[10 µM] | -0.3% | nt | 2.6% | -4.5% | nt | -13.4%
COc1cccc(Cn2nnc(C(=O)Nc3cc(C)ccc3C)c2N)c1 | 1.6% | nt | ? | nt | ? | ? | ? | nt
Cc1ccc(NC(=O)c2cc3c(=O)oc4ccccc4c3s2)nc1 | 3.3% | -11.8%[10 µM] | 1.2% | 5.5% | -0.9% | -4.9% | -9.9% | 0.1%
CCCC(C)NC(=O)COc1ccc(S(=O)(=O)c2ccc(OCC(=O)NC(C)CCC)cc2)cc1 (stereo unspecified) | -4.7% | nt | 0.3% | ? | 2.4% | 1.8% | 3.9% | -5.0%
CC(C)Oc1cccc(NC(=O)C2CCN(S(=O)(=O)Cc3ccccc3)CC2)c1 | -2.3% | nt | -2.4% | nt | -14.9% | -5.0% | -1.1% | nt
NS(=O)(=O)c1cc(C(=O)O)c(NCc2ccco2)cc1Cl | -6.4%[201 µM] | 27.5% | -2.8%[201 µM] | nt | 1.2%&3.6% | -4.3%&-0.1% | -0.5%&-0.4% | -5.1%
COc1cccc(CN2CCN(CC(=O)Nc3ccccc3Cl)CC2)c1 | -13.0% | -5.1% | -1.4% | -5.1% | 2.6% | -2.8% | -9.2% | -8.4%
O=C1C=C(NNC(=O)c2ccccc2Br)CCC1 | -8.7% | 29.0%[10 µM] | 0.5% | -3.3% | 7.5% | 0.8% | -8.8% | 0.0%
Cc1ccc2nc(N(CCCN(C)C)C(=O)CN3C(=O)c4ccccc4C3=O)sc2c1 | -0.2% | -42.9%[inhibitor] | -4.5% | nt | 9.1% | -13.7% | -7.9% | 0.4%
Cc1c(-n2cc(C(=O)O)c(=O)c3cc(F)c(N4CCCC(O)C4)c(F)c32)c(=O)n(-c2ccccc2)n1C (stereo unspecified) | -10.1% | 24.8% | -4.6% | nt | 2.9% | -1.3% | -6.2% | -14.3%
Cc1cc(C)c2c(N=NN3CCOCC3)[nH]nc2n1 | -8.2% | 24.5%[10 µM] | -2.7% | 4.7% | -4.1% | -13.0% | ? | -7.2%
CCC(=Nc1ccccc1)C1=C(O)CC(C)(C)CC1=O | 1.0% | 14.2% | 1.0% | nt | -3.9% | -5.5% | -10.0% | -3.3%
Oc1ccc(Br)cc1-c1cc(-c2ccccc2Cl)[nH]n1 | 6.2% | 7.1%[10 µM] | -0.7% | -3.1% | ? | ? | -13.4% | -15.7%
CC(C)(C)N(NC(=O)Nc1ccc(Cl)c(Cl)c1)C(=O)c1ccccc1 | -4.5% | -59.1%[inhibitor] | -4.4% | 4.9% | ? | ? | 7.0% | -14.7%
COc1cc(/C=N/Nc2nncn2N)ccc1OCc1c(C)no[n+]1[O-] | 5.6% | 5.6%[10 µM] | -1.1% | -17.2% | ? | -18.8% | ? | i
Cc1cc([N+](=O)[O-])nn1CCCC(=O)Nc1cccnc1Cl | 1.5% | -24.4% | -0.9% | -25.4% | 7.1% | 4.0% | 0.5% | -7.3%
COc1cc(/C=N/NC(=O)c2ccccc2Cl)ccc1Oc1ccc([N+](=O)[O-])cn1 | 10.7% | -56.5%[inhibitor] | 0.4% | nt | -0.8% | ? | -11.6% | -5.2%
Cc1noc(-c2ccc(N3CCC(C)CC3)c([N+](=O)[O-])c2)n1 | 6.4% | nt | -1.9% | nt | -7.2% | -6.1% | 7.3% | nt
Cc1nnc(NC(=O)C(C)Sc2nncn2C)s1 (stereo unspecified) | -2.7% | -12.3%[10 µM] | -0.7% | 6.2% | -3.9% | 3.9% | 2.8% | i
O=C(c1ccc(F)cc1)n1nc(-c2cccnc2)nc1NCc1ccccc1 | -3.4% | nt | -1.8% | nt | -9.0% | -17.6% | ? | nt
COc1cc(/C=c2\sc3n(c2=O)C(c2ccccc2)C(c2ccccc2)=NN=3)ccc1O (stereo unspecified) | -1.9% | -13.1% | -1.8% | -17.0% | -1.9% | -8.4% | -10.4% | -9.9%
COc1ccc(-c2c(C#N)c(SCC(=O)Nc3ccccc3C)nc(C)c2C(=O)Nc2ccccc2)cc1OC | -6.2% | nt | ? | nt | ? | -26.4% | -7.0% | nt
O=C(c1ccc2c(c1)[nH]c(=S)n1c3ccccc3nc21)N1CCN(c2cccc(Cl)c2)CC1 | 12.3% | nt | -2.9% | -5.6% | -3.2% | -2.7% | 6.0% | -9.2%
COc1ccc(OC)c(-c2csc(NC(=O)c3ccc4c(c3)OCO4)n2)c1 | 2.8% | -38.5%[inhibitor] | -4.4% | nt | ? | ? | ? | -11.7%
CCOC(=O)CC12CN3CN(C1)CC(CC(=O)OCC)(C3)C2=O | -9.0% | -13.2%[10 µM] | 0.7% | 0.4% | 9.4% | 2.9% | -9.5% | -2.9%
Cc1cccnc1NC(=O)C1COc2ccccc2O1 (stereo unspecified) | -2.6% | -8.4% | -1.3% | nt | 1.2% | 1.2% | 11.2% | 3.5%
O=C(CC(=O)c1ccccc1)Nc1cccnc1Cl | 6.9% | 5.1%[10 µM] | 3.7% | 2.9% | 1.5% | -6.2% | -11.3% | -1.7%
O=S(=O)(c1ccc(Br)s1)N1CCN(c2ccccc2)CC1 | -3.8% | 5.4% | -1.1% | 11.8% | -3.0% | -27.5% | -1.6% | -8.6%
Cc1cnc(CNc2cc(-c3ccoc3)ncn2)cn1 | -4.0% | -4.9% | 6.5% | nt | ? | -28.2% | ? | -1.2%
CN1CCc2c(sc(/N=C/c3cc(Cl)ccc3O)c2C#N)C1 | 1.4% | 4.3%[10 µM] | -7.6% | ? | -0.2% | -28.0% | ? | 3.3%
Cn1ncc([N+](=O)[O-])c1C(=O)N1CCOCC1 | -5.7% | -8.6% | 1.7% | 0.6% | 1.5% | -1.5% | -9.2% | -31.5%
O=C(O)c1ccc2c(c1)C1C=CCC1C(c1ccncc1)N2 (stereo unspecified) | 5.8% | 17.9%[10 µM] | -8.0% | nt | ? | ? | 25.1µM* | i
CCC(C(=O)Nc1ccccc1C(=O)OC)n1nc(C)c2c(C)n(-c3ccc(C)cc3)nc2c1=O (stereo unspecified) | -8.1% | nt | -0.8% | nt | 11.5% | -7.6% | -7.4% | nt

Single entries from the results shown:
For HTT ATP protect, O=C(O)c1ccc2c(c1)C1C=CCC1C(c1ccncc1)N2 (stereo unspecified) has 17.9%[10 µM]
For Tau fluor counter, CN1CCc2c(sc(/N=C/c3cc(Cl)ccc3O)c2C#N)C1 has -28.0%
